MC4R antag cAMP: antagonists of human melanocortin 4 receptor (MC4R); inhibition, % at 6.5 µM; 0.48% of 360,000 active; MC4R-expressing cells, MTII-stimulated cAMP, LANCE TR-FRET; P32245; AID 540295;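 active = inhibition above its plate's cutoff, the mean of tested wells on that plate plus 3 SD, cut at about 29% in these data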;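 also: 0% = Melanotan II alone and 100% = Melanotan II plus saturating MCL0020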
Target sequence (P32245 whole entry, looked up): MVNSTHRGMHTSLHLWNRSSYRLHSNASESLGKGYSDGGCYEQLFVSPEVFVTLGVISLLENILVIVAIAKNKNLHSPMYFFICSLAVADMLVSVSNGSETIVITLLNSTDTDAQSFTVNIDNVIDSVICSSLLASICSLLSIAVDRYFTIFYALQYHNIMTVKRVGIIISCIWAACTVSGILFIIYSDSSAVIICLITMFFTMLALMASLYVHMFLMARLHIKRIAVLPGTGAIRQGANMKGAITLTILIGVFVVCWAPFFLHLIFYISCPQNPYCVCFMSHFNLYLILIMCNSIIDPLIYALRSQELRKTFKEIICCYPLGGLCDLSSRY
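Assay system: U2OS-MC4R stable cell line; Also added: Melanotan II; Technique: Eu-cAMP/anti-cAMP TR-FRET, emission 671 nm; Times: 30-min compound, 1-h challenge, 1-h detection, room temperature.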
TLR9-MyD88 block: inhibitors of human TLR9-MyD88 binding; Q9NR96+Q99836; CHO BLA complementation TLR9-MyD88, CCF4 FRET ratio; inhibition, % at 4.98 µM; 0.21% of 340,000 active;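 active = inhibition above the mean over all tested compounds plus 3 SD, cut at about 21% in these data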;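 also: 0% = DMSO only wells and 100% = clavulanate BLA inhibitor control wells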
NCOA3 inh: inhibits human SRC3 coactivator; Q9Y6Q9; HEK293 GAL4-SRC3 luciferase reporter, luminescence; inhibition, % at 3.6 µM; 0.17% of 360,000 active;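 active = inhibition above a per-campaign cutoff, the mean of all compounds plus 3 SD, cut at about 60% in these data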;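 also: 0% = DMSO-treated cells and 100% = gossypol-treated cells at 36 µM; higher means less SRC3-driven luciferase light from the GAL4 reporter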
EBV LMP1 NFkB: inhibitors of Epstein-Barr LMP1-induced NF-kappaB reporter. 0.69% of 350,000 active. AID 504558. inhibition, % at 12.5 µM. LMP1-induced NF-kappaB luciferase reporter cells, luminescence; in the data active = inhibition above about 41%;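 also: 0% = neutral control wells and 100% = reference inhibitor control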
COUP-TFII inh: blocks human COUP-TFII nuclear receptor. P24468. inhibition, % at 8.6 µM. HEK293T NGFI-A luciferase reporter, luminescence. 0.7% of 370,000 active. AID 686940;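 active = inhibition above a per-plate cutoff, mean inhibition of test wells between control levels plus 3 SD, cut at about 38% in these data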;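 also: cells cotransfected with COUP-TFII expression vector driving the NGFI-A reporter; 0% = median of COUP-TF2 test wells and 100% = reporter-only cells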
NOD2-RIPK2 inh: NOD2-RIPK2 protein interaction inhibition | AID 624267 | O43353 | 0.38% of 360,000 active | CHO BLA complementation NOD2-RIPK2, CCF4 ratio | inhibition, % at 4.98 µM; in the data active = inhibition above about 21%;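 also: 0% = vehicle only and 100% = reference blocker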
SRC1 inh: inhibitors of human steroid receptor coactivator 1 (SRC1); HEK293 GAL4-SRC1 luciferase reporter, luminescence; 0.12% of 360,000 active; inhibition, % at 3.6 µM; AID 588354;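 active = inhibition above the campaign mean plus 3 SD, with each screening campaign given its own cutoff, cut at about 60% in these data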;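 also: 0% = DMSO treated cells and 100% = gossypol at 36 µM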
ABHD5 PLIN5 PPI: inhibitors of human ABHD5-perilipin-5 interaction; Q00G26+Q8WTS1; Split G. princeps luciferase complementation, luminescence, 4 h; inhibition, % at 4 µM; 0.78% of 360,000 active; AID 602281;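 active = inhibition above the mean inhibition across every tested compound plus 3 SD, cut at about 22% in these data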;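 also: 0% = DMSO only wells and the 100% control is not disclosed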
MC4R ag barr: human MC4R agonism via beta-arrestin | P32245 | U2OS MC4R beta-arrestin complementation, luminescence; percent of melanotan II response, DMSO zero | activation, % at 8.9 µM | 0.98% of 360,000 active | AID 540308;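 active = activation above a per-plate cutoff, the mean activation of sample wells on that plate plus 3 SD, cut at about 8% in these data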
NCOA2 inhibitor: human SRC2 (NCOA2) inhibition; HEK293 GAL4-SRC2 luciferase reporter, luminescence; inhibition, % at 9 µM; 0.17% of 370,000 active; AID 651957;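 active = inhibition above the mean inhibition of all tested compounds plus 3 SD, set per campaign, cut at about 52% in these data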;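 also: 0% = DMSO treated cells and 100% = cells given Gossypol at 36 µM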
LRH-1 inv ag: suppresses constitutive activity of human LRH-1; O00482; HEK293T StAR-luciferase reporter, LRH-1 transfected, 24 h; inhibition, % at 3.6 µM; 0.13% of 360,000 active; AID 602396;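 active = inhibition above the mean inhibition of all tested compounds plus 3 SD, cut at about 73% in these data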;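 also: 0% = DMSO wells and 100% = reporter-only cells lacking LRH-1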
Target sequence (O00482 whole entry, looked up): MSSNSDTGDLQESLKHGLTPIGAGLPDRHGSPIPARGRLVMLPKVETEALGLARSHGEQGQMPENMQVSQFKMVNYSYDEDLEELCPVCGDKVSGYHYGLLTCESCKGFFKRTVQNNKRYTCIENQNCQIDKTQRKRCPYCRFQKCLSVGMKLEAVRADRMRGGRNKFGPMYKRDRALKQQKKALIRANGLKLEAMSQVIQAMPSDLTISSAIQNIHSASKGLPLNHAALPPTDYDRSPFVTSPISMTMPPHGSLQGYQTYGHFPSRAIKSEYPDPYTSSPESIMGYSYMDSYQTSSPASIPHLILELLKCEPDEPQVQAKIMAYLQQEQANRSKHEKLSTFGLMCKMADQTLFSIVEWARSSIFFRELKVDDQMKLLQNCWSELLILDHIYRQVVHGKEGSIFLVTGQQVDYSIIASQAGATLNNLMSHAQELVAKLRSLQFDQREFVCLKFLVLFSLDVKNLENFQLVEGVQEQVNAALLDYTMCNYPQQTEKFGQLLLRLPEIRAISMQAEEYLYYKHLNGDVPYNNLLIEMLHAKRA
Active calls of the source: *; x = no result given.

SMILES	MC4R antag cAMP	TLR9-MyD88 block	NCOA3 inh	EBV LMP1 NFkB	COUP-TFII inh	NOD2-RIPK2 inh	SRC1 inh	ABHD5 PLIN5 PPI	MC4R ag barr	NCOA2 inhibitor	LRH-1 inv ag
Cn1cncc1C#Cc1c(-c2ccc(S(C)(=O)=O)cc2)sc2ccccc12	28	-1	-1	-74	-7	-1	2	14	2.8	-51	-9
CCOC(=O)C1=C(CC)Nc2ccccc2N/C1=N\S(=O)(=O)c1ccc2ccccc2c1	13	-16	23	-6	31	0	-6	2	0.0	-39	-4
O=C1/C(=C/c2cccc(Cl)c2)CSc2sccc21	4	0	19	-2	-13	4	-11	15	1.8	-7	19
Cn1nccc1C(=O)Nc1ccc(S(=O)(=O)N2CCCC2)cc1	-4	4	-10	6	-2	-7	2	2	-4.6	-25	10
O=C(NC1CCN(Cc2cccc([N+](=O)[O-])c2)CC1)c1ccccc1	1	1	7	x	10	-10	-6	7	-0.1	-1	16
CC(=O)C(C(C)=O)C1(O)C(=O)c2ccccc2C1=O	8	4	14	11	-1	3	11	41*	-0.8	-10	23
COc1cc(OC)cc(-c2oc(=O)c3cc(OC)c(OC)cc3c2/C=C/c2ccc(F)cc2)c1	9	-5	1	-7	0	-4	-8	7	0.7	-7	3
O=C(CN(CCO)Cc1ccccc1)N1CCN(S(=O)(=O)c2ccccc2)CC1	5	0	-2	-2	-8	-4	-6	0	-2.0	-6	0
c1ccc(Cn2c(CNc3nc4ccccc4n3CCN3CCCCC3)nc3ccccc32)cc1	29*	5	-19	-10	13	-3	-33	11	-3.2	3	1
Cc1csc(NC(=O)CSc2nc(=O)n(CCCN(C)C)c3c2CCC3)n1	14	-4	-32	1	-1	-7	-8	4	-3.1	-19	6
O=C1NCC(COc2ccc(Cl)cc2)O1 (configuration not stated)	-4	-6	12	7	-21	3	-7	-3	-3.2	-1	11
O=C(COC(=O)c1ncc(Cl)c(Cl)c1Cl)Nc1cccnc1Cl	4	-10	13	-3	2	-32	2	11	-2.2	12	-11
O=C(C1CCC1)N1CCN(S(=O)(=O)c2cc(F)ccc2F)CC1	-6	6	9	-1	-6	-11	-10	-2	-2.4	1	-14
O=C(N1CCOCC1)C(F)(F)C(=O)N1CCOCC1	-5	4	21	5	16	-10	-11	8	1.1	-7	6
CC(C)c1cccc(C(C)C)c1NC(=O)CN1C(=O)NC2(CCCCCCC2)C1=O	15	-3	6	3	-3	-10	4	-5	-0.1	11	-16
O=C(COc1ccc(Cl)cc1)NCc1ccccc1	7	1	-4	0	-15	7	-25	-5	-2.1	2	1
C/C(=N\NC(=O)c1csc(C)c1C)c1ccco1	6	-1	-52	5	-42	2	-100	-4	-2.6	-40	-48
COC(=O)c1ccc(CNC(=O)c2coc3ccccc3c2=O)cc1	19	2	-3	-3	20	8	1	0	-0.9	6	3
CCOC(=O)C1CCN(C(=O)CN(C)S(=O)(=O)c2cc(C)ccc2OC)CC1	-7	6	6	1	13	-32	6	8	1.7	-2	4
Cc1cc2ncn(CC(O)COC3CCCCC3)c2cc1C (configuration not stated)	-1	-7	1	-1	8	1	-10	-2	-1.5	11	-17
CNC(=O)/C(C#N)=C/c1c(N2CCN(c3cccc(Cl)c3)CC2)nc2c(C)cccn2c1=O	-1	-1	9	-2	12	-9	8	-2	0.1	-4	6
Clc1ccc(-c2noc(CN(Cc3ccccn3)CC3CCCO3)n2)cc1 (configuration not stated)	3	-8	17	-6	15	1	-3	1	2.3	-3	1
Cn1c(N=NC(=O)c2ccccc2)c(O)c2ccccc21	-37	1	-44	36	-33	-5	-95	-4	-0.4	-41	-107
O=C(O)c1cnc(-c2ccccc2)nc1C(F)(F)F	-8	5	10	2	4	-9	-16	5	2.2	-14	0
CCCn1c(=O)c(C(=O)NNS(=O)(=O)c2ccc(NC(=O)OC)cc2)c(O)c2ccccc21	5	-2	1	-4	1	1	12	-8	-0.3	11	3
Cc1ccc(NC(=O)Cn2nc(C)c(S(=O)(=O)N(C)C)c2C)cc1	12	2	5	-10	20	-6	-12	1	-0.4	9	-19
CCNc1nnc(CSc2nc3ccccc3s2)s1	9	1	-37	-11	-23	-1	-17	5	0.2	-24	-25
O=C(Cn1cc(C(F)(F)F)ccc1=O)NCC1CCCO1 (configuration not stated)	11	-15	11	-4	3	-13	4	4	-1.2	2	0
Cc1ccc(C2CC(c3cccc(Br)c3)n3nc(N)nc3N2)cc1 (configuration not stated)	0	4	-9	2	15	1	7	7	1.9	-4	-7
Cc1ccccc1-c1cc(C(=O)Nc2nc3c(s2)CCCC3)c2ccccc2n1	4	-6	4	18	16	4	5	-6	-0.6	-5	3
O=C(/C=C/c1ccco1)N(c1ccccn1)c1ccccn1	1	-10	8	-7	18	-13	-9	2	0.0	-5	3
Cc1ccccc1/C=c1\s/c(=C\C(=O)C(C)(C)C)[nH]c1=O	8	-7	1	-3	5	7	-13	-6	4.5	-25	5
O=S(=O)(Nc1ccc(Cc2ccncc2)cc1)c1ccc(Cl)cc1	5	-4	0	2	13	-16	-15	1	2.4	18	-11
CC1CCC2(CC1)NC(=O)N(NC(=O)C1CCN(C(=O)c3ccc(Cl)cc3)CC1)C2=O (configuration not stated)	2	8	-4	5	16	3	-2	-3	0.0	-19	-9
COCc1c(C(=O)N/N=C/c2ccco2)nnn1-c1nonc1N	9	12	5	0	-7	-13	5	5	-0.9	-18	-13
C=C(C)c1cccc(C(C)(C)NC(=O)NC(c2ccccc2)c2ccc(OC)cc2)c1 (configuration not stated)	8	4	20	9	-4	-3	4	1	-1.0	0	-4
CN(C)C(=O)N1CCc2ccc([N+](=O)[O-])cc21	-3	2	-4	4	5	0	-12	-2	-1.9	17	1
Cc1cccc(NC(=O)CSc2nnc(CNC(=O)c3ccc(S(=O)(=O)N(C)C)cc3)n2-c2cccc(C)c2)c1	-1	-6	-4	8	-5	-3	-2	-1	-2.1	4	5
CCc1ccc2[nH]c(=O)c(CN(Cc3ccccc3OC)Cc3nnnn3Cc3ccco3)cc2c1	-4	-7	-9	-7	7	-11	3	32*	2.0	-5	-22
CC1CCN(S(=O)(=O)c2cc(C(=O)N3CCN(c4ncccn4)CC3)ccc2Br)CC1	6	1	30	18	-9	1	19	2	-2.1	12	33
CCCCCCCCOc1ccc(C(=O)O)cc1	5	-8	27	-10	-9	-3	-2	13	1.3	10	4
Cc1ccccc1S(=O)(=O)Cc1ccc(C(=O)NC2CCC(C)CC2)o1 (configuration not stated)	18	-4	20	13	7	-5	-11	-3	-1.1	14	-11
CSCCC(NC(=O)COc1ccccc1)C(=O)N1CCN(c2ccccc2)CC1 (configuration not stated)	1	-5	-6	-2	-7	-5	18	-2	-2.2	-33	-5
COc1ccc(NC(=O)C(c2ccccc2F)n2c(=O)c(-c3ccco3)nc3ccccc32)cc1 (configuration not stated)	x	x	x	x	-3	0	x	10	x	-64	-8
CCCCC(=O)Nc1ccc(NC(=O)c2ccccc2OC)cn1	11	-1	-3	3	8	-19	-11	-1	-1.5	4	-29
Fc1ccccc1CNCc1ccc2c(c1)OCO2	11	3	-1	0	-15	6	-42	0	-1.7	-31	1
COc1ccccc1/C=N/NC(=O)c1cccc(NC(=O)c2ccccc2Cl)c1	1	-2	-3	-8	-8	-9	-5	13	4.9	-18	6
Cc1cc(=O)[nH]c(SCc2cc(=O)n3nc(C)sc3n2)n1	-1	3	2	7	-12	-7	5	4	-0.9	-27	10
Cn1c(=O)c(C(=O)c2ccccc2)c(O)c2ccccc21	3	x	1	x	3	-16	-33	-6	3.1	3	13
Cc1cc(C)c(C(=O)CN2C(=O)NC3(CCCCCC3)C2=O)cc1C	6	-5	-13	-22	-16	0	-9	-3	-0.6	-17	-6
CC1=C(C(=O)Nc2ccccc2C(=O)NCCCOC(C)C)SCCO1	-4	2	-15	1	-1	9	-17	-8	1.1	-9	3
COc1cc(NC(=O)CCn2c(=O)[nH]c3ccsc3c2=O)cc(OC)c1	-2	1	1	-8	3	-3	-26	2	-1.6	3	-22
COC(=O)c1ccc(C2C(Oc3ccccc3C)C(=O)N2CCc2ccc(OC)c(OC)c2)cc1 (configuration not stated)	7	-7	11	7	5	-1	11	3	-2.9	25	9
Cc1ccc(S(=O)(=O)c2nc(Nc3ccccc3N3CCOCC3)sc2Cl)cc1	1	-3	-22	-1	13	-6	-1	3	-0.2	-11	0
COc1ccc(NC(=O)CSc2nnnn2C2CC3C=CC2C3)cc1 (configuration not stated)	-2	1	-9	-1	6	-10	-11	4	-2.6	0	-2
CS(=O)(=O)c1ccc(C(=O)NCC2(N3CCOCC3)CCCCC2)cc1	3	-6	-27	-10	0	-9	-24	3	-0.3	-18	-1
Cc1ccc2c(c1)N(CC(=O)NC1CCCCC1C)C(=O)CO2 (configuration not stated)	7	7	0	3	-18	-1	7	-6	-0.9	0	9
COc1ccccc1N1CCN(C(=O)c2cc(-c3ccc(F)cc3)on2)CC1	1	7	2	1	14	-12	-8	-2	-1.1	9	23
O=C(CN1c2cccc3cccc(c23)S1(=O)=O)Nc1ccc(F)c(F)c1F	0	-12	-7	2	-1	4	-4	-6	2.1	-10	-3
O=C(Nc1cccc(S(=O)(=O)NC2=NCCC2)c1)c1ccc(F)cc1	4	1	4	8	17	-2	5	-7	-2.6	6	-6

Continuation:
SMILES	MC4R antag cAMP	TLR9-MyD88 block	NCOA3 inh	EBV LMP1 NFkB	COUP-TFII inh	NOD2-RIPK2 inh	SRC1 inh	ABHD5 PLIN5 PPI	MC4R ag barr	NCOA2 inhibitor	LRH-1 inv ag
CCCCC1=CC2=C(c3ccco3)C(=O)C(C)(OC(=O)c3ccc(OC)cc3)C(=O)C2=CN1Cc1ccccc1 (configuration not stated)	12	-12	-10	4	1	1	2	-2	1.1	3	-12
CC1=CC2=NC(=O)C(c3ccccc3)C(=O)N2C=C1 (configuration not stated)	3	6	-22	6	-1	-2	-24	1	-1.3	-34	-28
O=C(C1CCN(C2CCN(Cc3ccc4c(c3)CCO4)CC2)CC1)N1CCOCC1	-14	-8	22	-2	2	9	19	-2	-2.3	-5	17
Cc1nn(Cc2ccccc2)c(Cl)c1C(=O)OCc1nnc(-c2ccccc2)o1	0	9	-27	-5	21	-4	-8	-5	-1.8	3	-6
CCC(=O)Nc1cc(Cl)ccc1C(=O)O	0	0	8	-1	1	5	-11	3	-0.4	4	6
COCCCNC(=O)/C=C/c1ccc(Cl)cc1	3	-13	-16	-21	-15	2	-16	2	0.1	7	-12
Cc1c(Cl)c([N+](=O)[O-])nn1CC(=O)NC12CC3CC(CC(C3)C1)C2	-3	5	17	-3	6	-4	3	4	-1.1	13	13

Assay outcomes (PubChem)

Not all compounds are listed; the hit share may differ from the screen's.
